Screening results (PubChem BioAssay)
HTR5A ag ctr – counter-screen for OPRM1-OPRD1 agonists: human HTR5A agonism | P47898 | HTR5A agonist assay, luminescence, cell-based | activation, % at 9.3 µM | hit rate 0.61% among 340,000 | AID 504692; in the data active means activation mostly above about 9.5%, no sharp cut-off; inactive means mostly below about 7.6%;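 further: 0% = cells with vehicle only and 100% = reference agonist; strong numbers were not always called active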
OPRM1-OPRD1 ag – OPRM1-OPRD1 heterodimerization agonism | AID 504326 | P35372+P41143 | activation, % at 9.3 µM | cells, luminescence | hit rate 0.3% among 340,000; in the data active means activation above about 18%;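 further: 0% = vehicle-treated cells and 100% = reference agonist; values of inactives mirror those of a sister screen read the other way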
MOR-DOR inv ag – inverse agonists of human mu-delta opioid receptor heterodimerization; hit rate 0.21% among 340,000; P35372+P41143; cell-based MOR-DOR heterodimer luminescence, inverse agonism; inhibition, % at 9.3 µM; AID 504357; in the data active means inhibition above about 22%, passing the limit was not always enough;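 further: 0% = cells with DMSO and 100% = wells without cells with DMSO; values of inactives mirror those of a sister screen read the other way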
V-ATPase pHluor – alters yeast V-ATPase proton transport. S. cerevisiae, pHLuorin cytosolic pH fluorescence. response, % at 10 µM. hit rate 0.37% among 350,000. AID 504577; in the data active means response mostly above about 7.3%, no sharp cut-off; inactive means mostly below about 5.4%; further: actives read high; inactives centre near 0; some compounds called inactive have numbers as strong as hits; reference of the scale not given here
PKA-R1A activ – activates the PKA-R1A holoenzyme complex; P00514+P68181; PKA-R1A dissociation, Cy5-IP20 fluorescence polarization; scaled: DMSO 0%, 113 µM cGMP 100%; hit rate 0.083% among 340,000; AID 504707; activation, % at 11.4 µM;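 active means percent activation above the mean of all tested compounds plus 3 SD, cut at about 19% in these data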;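 further: higher means more PKAc released from R1A so a rise in polarization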
Arr AP2 block – blocks beta-arrestin peptide binding to AP2 adaptin | FITC-arrestin peptide / GST-AP2 beads, flow cytometry; AP2 beta2 appendage carries R879A mutation | inhibition, % at 10 µM | hit rate 0.31% among 340,000;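 active means inhibition above a set limit, near 3 SD of compounds lacking own fluorescence, cut at about 54% in these data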;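 further: plate controls were DMSO wells for no effect and 5 µM unlabelled arrestin peptide for full effect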
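Material – GST-tagged AP2 beta2-adaptin appendage (R879A) on 4 µm glutathione beads · Probe or stimulus – fluorescein-tagged arrestin peptide at 50 nM final · Timing – 12 min plus 1 h, RT · Detection – bead flow cytometry, FITC channel · Read-out basis – inhibition as reduced fluorescein signal on beads, percent · Medium – PBS plus Tween 20 (0.05%) and BSA (0.1%)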
PKA-R2B act – activates the human PKA-R2B holoenzyme complex; P22694+P31323; PKA-R2B holoenzyme dissociation, Cy5-IP20 fluorescence polarization; R2B truncated from residue 108, S112A mutant; 0% DMSO only, 100% 113 µM cGMP; activation, % at 11.4 µM; hit rate 0.079% among 340,000; AID 504700;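 active means activation above a cutoff set at the mean over all compounds plus 3 SD, cut at about 18% in these data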;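 further: higher means more holoenzyme dissociation and a rise in polarization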
Pemphigus Ab inh – human desmoglein-3 autoantibody binding inhibition; P32926; DSG3-coupled beads, scFv-anti-DSG3-GFP binding, flow cytometry; hits give low values; binding (percent of control), % at 10 µM; hit rate 0.48% among 310,000; AID 588358;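 active means binding more than 3 SD below its plate's average and above zero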;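 further: hits lower antibody fragment binding to DSG3; some compounds called inactive have numbers as strong as hits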
Target sequence (P32926 whole entry, looked up, the tested form may be a part): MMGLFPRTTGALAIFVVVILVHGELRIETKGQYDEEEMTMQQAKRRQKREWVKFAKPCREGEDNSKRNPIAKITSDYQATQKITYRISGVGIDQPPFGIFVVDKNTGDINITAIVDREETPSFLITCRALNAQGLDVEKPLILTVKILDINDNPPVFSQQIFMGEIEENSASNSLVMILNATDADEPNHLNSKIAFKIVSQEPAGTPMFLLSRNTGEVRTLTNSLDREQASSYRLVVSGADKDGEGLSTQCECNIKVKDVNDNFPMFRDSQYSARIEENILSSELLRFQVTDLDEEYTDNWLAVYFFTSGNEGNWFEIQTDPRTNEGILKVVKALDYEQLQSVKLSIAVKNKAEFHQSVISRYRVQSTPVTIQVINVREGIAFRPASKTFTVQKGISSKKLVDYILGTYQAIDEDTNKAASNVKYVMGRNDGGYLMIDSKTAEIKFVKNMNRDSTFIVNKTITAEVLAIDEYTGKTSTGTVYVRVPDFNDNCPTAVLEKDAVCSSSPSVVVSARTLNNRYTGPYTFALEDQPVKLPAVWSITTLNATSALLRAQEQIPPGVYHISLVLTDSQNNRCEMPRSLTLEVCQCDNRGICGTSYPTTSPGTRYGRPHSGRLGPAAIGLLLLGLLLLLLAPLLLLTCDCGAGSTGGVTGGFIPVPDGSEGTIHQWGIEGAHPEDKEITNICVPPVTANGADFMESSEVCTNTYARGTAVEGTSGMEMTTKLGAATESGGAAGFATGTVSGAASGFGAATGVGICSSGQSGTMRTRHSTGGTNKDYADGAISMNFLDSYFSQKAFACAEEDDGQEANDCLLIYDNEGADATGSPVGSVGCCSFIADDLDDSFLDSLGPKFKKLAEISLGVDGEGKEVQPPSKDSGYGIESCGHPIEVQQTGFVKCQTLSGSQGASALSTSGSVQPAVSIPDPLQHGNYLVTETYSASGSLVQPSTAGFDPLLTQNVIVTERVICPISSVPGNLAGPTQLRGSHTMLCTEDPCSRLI
DAGLB inh – diacylglycerol lipase beta (human) inhibition; inhibition, % at 5.17 µM; hit rate 0.059% among 340,000; HEK293T DAGLB membrane lysate, EnzChek fluorogenic substrate; in the data active means inhibition above about 34%;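 further: 0% = enzyme with vehicle and 100% = wells lacking enzyme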
HTR5A inv ctr – HTR5A inverse agonism, opioid heterodimer counter-screen; inhibition, % at 9.3 µM; P47898; AID 504634; hit rate 0.083% among 340,000; HTR5A cell line, luminescence; in the data active means inhibition mostly above about 23%, no sharp cut-off; inactive means mostly below about 18%;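 further: 0% = cells with DMSO and 100% = no-cell wells with DMSO; some compounds called inactive have numbers as strong as hits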
* = called active by the depositor; . = no result given. Outcome played no part in choosing rows. About 2.4% of those tested had a hit in this group.

SMILES	HTR5A ag ctr	OPRM1-OPRD1 ag	MOR-DOR inv ag	V-ATPase pHluor	PKA-R1A activ	Arr AP2 block	PKA-R2B act	Pemphigus Ab inh	DAGLB inh	HTR5A inv ctr
Cc1ccc(C)c(NC(=O)c2oc(=O)c3ccccc3c2-c2ccccc2)c1	0.5	1.6	-10.7	0.7	0.7	4.1	-3.3	87.0	-10.8	-1.9
Cc1cc(C(=O)CN2C(=O)c3ccccc3S2(=O)=O)c(C)n1CC1CCCO1 (configuration not stated)	3.2	-2.7	15.1	1.3	4.3	-10.0	6.2	88.5	2.8	-3.7
O=C(CCCN1C(=O)/C(=C/c2ccccc2)SC1=S)Nc1cccc(O)c1	3.3	-1.6	8.0	-2.6	-9.8	-4.0	-13.8	88.0	3.3	20.2
CN(C)C(=O)C1Cc2ccccc2CN1S(=O)(=O)c1ccc(F)cc1 (configuration not stated)	-0.2	-4.1	19.4	-3.3	-3.5	22.9	-1.3	99.4	0.8	0.6
CC(C)c1ccc(O)c(C(=O)c2cnn(-c3ccccc3)c2)c1	-4.9	0.8	-3.9	-1.5	-1.7	19.6	-8.7	.	-15.8	12.8
CCOC(=O)Cn1c(CN(C)Cc2ccccc2)nc2c1c(=O)n(C)c(=O)n2C	1.5	-1.7	8.9	-1.8	0.0	0.0	4.0	.	-0.1	-16.2
Clc1ccc(-c2csc(N/N=C/c3ccco3)n2)cc1	3.3	8.8	-45.9	-0.7	0.9	43.0	1.0	103.8	-3.3	-14.0
CCCCC(=O)N(c1ccc(OCC)cc1)C1C=CS(=O)(=O)C1 (configuration not stated)	0.6	-1.0	6.0	-2.8	1.4	-0.5	6.9	105.6	-0.2	-7.0
CCOc1ccccc1Oc1ccc(C(F)(F)F)cn1	-6.7	-0.8	4.8	4.2	-2.2	-6.2	-4.5	103.8	-5.4	7.2
CCn1cc(C(=O)NCc2ccccc2F)c(=O)c2ccc(C)nc21	2.9	-1.5	7.2	2.3	-11.4	13.2	-0.1	96.2	0.8	-10.7
CCn1c(SCC(=O)NCc2ccc3c(c2)OCO3)nc2c(c1=O)SCC2	3.2	-0.3	0.9	-3.3	0.7	26.2	-5.5	106.1	2.3	5.9
CCC(c1nnnn1CS(=O)(=O)c1ccc(C)cc1)N1CCC(C(N)=O)CC1 (configuration not stated)	-2.9	0.9	-7.0	-2.9	-6.4	7.0	3.4	.	0.1	7.6
CC(C)c1ccc(NC(=S)N2CCN(C)CC2)cc1	2.6	4.1	-21.6	2.0	-13.0	5.2	-8.7	125.6	-0.9	-7.5
CC(=O)c1ccc(N2CCN(c3ccc(C(F)(F)F)cn3)CC2)cc1	2.6	0.6	-3.1	1.4	-7.4	3.8	-5.8	98.1	50.3*	9.1
O=C(NCc1ccc2[nH]c3c(c2c1)CCCC3)c1ccc(S(=O)(=O)N2CCCCC2)cc1	10.8	-0.6	3.7	2.2	-14.4	13.3	-5.8	104.0	-0.8	-33.0
O=C(N1CCOCC1)N1CCN(S(=O)(=O)c2cccc([N+](=O)[O-])c2)CC1	-1.9	-0.7	4.0	2.9	-9.4	2.9	4.0	99.6	-6.0	-7.0
CCC(C)NS(=O)(=O)c1ccc(NC(=O)c2c(-c3ccccc3)noc2C)cc1 (configuration not stated)	1.9	-0.5	2.4	1.8	-7.4	10.2	0.8	109.4	-4.0	-5.5
O=C(c1ccc(Br)cc1)N(Cc1ccco1)C1CCS(=O)(=O)C1 (configuration not stated)	1.7	-4.0	20.6	2.6	1.4	-0.8	-9.1	95.0	0.5	-4.7
CCOc1ccc(C(=O)N2CCn3c2nc2ccccc23)cc1	.	.	.	2.3	-3.0	-5.2	3.1	101.1	0.8	.
COc1ccccc1NC(=S)NC(C)C(c1cccs1)N1CCOCC1 (configuration not stated)	0.6	-2.9	15.6	0.7	-6.5	21.9	3.5	98.5	0.3	-1.7
C=CCn1cc(-c2ccc(Cl)cc2)cc(C#N)c1=O	-0.2	0.3	-1.4	0.1	-5.2	38.7	-2.7	103.5	-2.7	0.6
Oc1c(C(c2ccccn2)N2CCCCC2)cc(Cl)c2cccnc12 (configuration not stated)	-9.8	8.6	-42.6	8.8	1.9	9.8	-3.4	97.2	8.5	28.9*
Cc1cccc(NC(=O)C2CC(O)CN2C(=O)Oc2ccccc2)c1 (configuration not stated)	0.8	-2.0	10.6	0.1	3.7	-8.8	-2.2	108.2	-0.1	-2.3
CCc1ccccc1N(CC)C(=O)c1cn(C)c(=O)c2cc(OC)c(OC)cc12	-0.2	0.1	-0.4	-2.0	-2.1	4.6	10.4	105.3	3.2	5.3
O=C1/C(=C\c2cc([N+](=O)[O-])ccc2O)SC(=S)N1Cc1ccc(Cl)cc1	4.3	-2.7	15.8	0.6	-8.1	3.0	5.7	96.3	-54.5	-16.7
CC(=O)N1CCc2cc(S(=O)(=O)CCC(=O)N3CCN(C(=O)c4ccco4)CC3)ccc21	-2.1	1.1	-6.2	-1.8	8.9	13.8	-5.8	95.7	1.8	9.8
CCN(CC(=O)Nc1c(C(=O)OC)[nH]c2ccc(C)cc12)c1ccc2c(c1)OCO2	1.6	-1.2	6.7	4.1	-2.0	3.2	-3.8	104.9	1.2	-9.2
COc1ccc(Cl)cc1/C=C/c1ccc2cccc(O)c2n1	-2.7	0.4	-2.1	0.6	2.5	6.3	-7.8	89.8	-7.8	9.8
Cc1nc(-c2ccccc2)sc1C(=O)CSc1ccccc1	-7.7	0.0	0.0	0.0	-5.6	0.7	-5.3	89.2	-20.3	17.0
CC(/C=N/N1CCN(c2ccc(C)cc2)CC1)=C\c1ccccc1	-0.4	-1.1	6.8	-3.2	0.2	-8.5	-3.3	99.5	-4.2	1.1
CCOC(=O)c1[nH]c(=O)[nH]c1CSCCO	4.2	-2.1	8.7	2.3	-3.2	-4.8	4.0	107.0	0.7	-10.1
O=C(CSc1ccc(F)cc1)Nc1ccc(Br)cc1	-0.1	5.0	-36.5	-5.4	-3.5	1.1	-15.6	90.4	-2.9	0.1
CSc1nc(C)c(C(=O)Nc2ccccc2)c(-c2ccco2)c1C#N	4.6	-2.9	15.1	-0.7	-1.1	39.7	4.5	89.5	-2.3	-5.7
NCCc1nnc(SCc2ccc(F)cc2)o1	1.9	-2.7	13.5	6.6	-1.1	-2.5	2.7	99.2	2.3	-8.8
O=C(c1cc(-c2ccc(Cl)cc2)on1)N1CCN(c2ccccc2)CC1	-1.2	-0.3	2.0	3.4	1.7	14.0	0.6	24.2*	-4.8	-37.5
CCOc1ccc(/C=C2\SC(=S)N(C(C(=O)O)c3ccccc3)C2=O)cc1OC (configuration not stated)	0.8	-0.2	0.9	-0.7	-1.6	2.8	0.3	92.1	7.2	9.6
CC1(C)CC(NC(=O)C2CCCCC2)CC(C)(C)N1	2.2	-3.0	14.4	2.1	-5.3	18.8	-5.1	112.1	-1.2	-8.2
CC1CCN(C(=O)C2CCN(S(=O)(=O)c3cccnc3)CC2)CC1	6.9	-1.4	8.0	-3.0	0.7	-3.0	-4.8	108.2	0.8	-16.0
C=CCn1c(=O)n2ncnc2c2c3c(sc21)CCCC3	1.6	-0.5	2.5	-3.0	10.6	5.8	-5.0	100.1	0.8	-41.5
CCCCn1c(N)c(N(CC(C)C)C(=O)CSc2ccc([N+](=O)[O-])cc2)c(=O)[nH]c1=O	3.8	1.1	-7.7	0.6	-4.0	26.2	1.2	106.6	1.5	-9.9
Cc1cccc(C(=O)OCC(=O)NN2C(=O)NC3(CCCCC3)C2=O)c1	-1.1	1.0	-3.8	0.3	11.1	1.8	4.2	96.2	-1.7	7.1
Cc1ccc(-n2nc3c(=O)n(CCCC(=O)NCCN4CCN(C)CC4)nc(C)c3c2C)cc1	3.1	-2.8	14.5	-6.2	-10.8	29.2	6.5	.	-1.7	21.5
O=C(NCc1cccc(C(F)(F)F)c1)c1cc(-c2ccccc2)nn1CC1CC(c2cccnc2)=NO1 (configuration not stated)	-3.2	-0.5	2.9	-3.0	5.4	0.0	-3.3	99.6	-4.7	-9.5
CCCCC(=O)Oc1c(S(=O)(=O)c2ccc(C)cc2)c(C)nn1C(C)(C)C	-2.9	2.8	-16.1	3.5	11.7	27.4	-0.1	97.4	-8.6	11.4
COc1ccc(/C=C/C(=O)O)cc1S(=O)(=O)Nc1ccc2c(c1)OCO2	-6.7	-1.7	8.6	-4.0	4.8	5.8	-4.9	96.8	0.7	19.8
O=C(COC(=O)c1ccc2c(c1)S(=O)(=O)c1ccccc1C2=O)NC1CC1	-0.8	2.2	-11.4	1.5	-6.8	-3.0	-3.9	99.7	1.2	2.4
CNc1ccc(C(O)(C(F)(F)F)C(F)(F)F)cc1C(O)(C(F)(F)F)C(F)(F)F	1.8	-0.5	2.6	0.0	-7.5	0.4	3.2	.	2.7	-11.1
Nc1cc(=O)[nH]c(SCCNS(=O)(=O)c2ccccc2)n1	-4.5	-0.1	0.8	-4.0	8.6	34.4	-4.1	.	-1.7	12.3
COc1ccc(-n2nc(C(=O)NCC(=O)NCCCN3CCCCCC3)c3ccccc3c2=O)cc1Cl	-2.6	-0.9	4.6	1.7	11.8	42.9	-3.7	114.9	0.4	7.1
Cc1ccc2cc(C)c3nnc(SCC(=O)c4cccs4)n3c2c1C	-4.0	0.9	-4.7	2.5	-8.1	32.3	-0.5	92.5	0.3	-0.2
O=C(N/N=C/c1ccc(O)cc1)c1csc2ccccc12	1.9	-1.8	8.9	2.0	-16.1	-5.6	1.7	96.4	8.3	-4.1
CC(C)CCN(C(=O)CNC(=O)c1cccs1)C(C(=O)NC1CCCCC1)c1cccnc1 (configuration not stated)	-1.3	-1.8	9.5	1.1	-2.0	18.1	7.1	88.0	1.7	-6.7
CCc1nnc(NC(=O)c2ccncc2)s1	1.7	-0.9	5.5	1.7	-9.4	3.9	3.1	103.2	0.4	-9.7
CCOC(=O)c1cncc(C#CCOC(=O)Nc2ccc(OC(F)(F)F)cc2)c1	-4.8	0.9	-4.6	-3.1	-0.1	32.1	2.8	109.1	-2.8	-0.8
NC(=O)C1CCN(C(=O)CCSc2ccccc2)CC1	2.2	-1.1	5.9	-0.2	-3.5	9.7	-10.3	103.3	-0.6	21.0
CCOC(=O)C(NC(=O)NCc1cccc(C(F)(F)F)c1)(OCC)C(F)(F)F (configuration not stated)	-5.8	-1.1	5.8	-0.1	-11.0	-7.3	-15.3	.	-1.1	0.9
